# PTHR1 agonist – qHTS for PTHR1 Agonists: Primary Screen; HEK293 GP2 PTHR1 cells, GloSensor cAMP luminescence, 1 h; AID 743266, 2014; Potency, µM (titrated, usually from 115 µM), for inactives: top-dose activation, usual class: activators; 0.075% of 410,000 active; note: potency is the fitted concentration of half-maximal effect; nearly all actives have a fitted effect of over 55% in size; some results filed as inactive show a strong effect at the top dose; inactives centre near -15; many of its hits are not listed in these tables
# Target sequence (Q03431 whole entry, looked up): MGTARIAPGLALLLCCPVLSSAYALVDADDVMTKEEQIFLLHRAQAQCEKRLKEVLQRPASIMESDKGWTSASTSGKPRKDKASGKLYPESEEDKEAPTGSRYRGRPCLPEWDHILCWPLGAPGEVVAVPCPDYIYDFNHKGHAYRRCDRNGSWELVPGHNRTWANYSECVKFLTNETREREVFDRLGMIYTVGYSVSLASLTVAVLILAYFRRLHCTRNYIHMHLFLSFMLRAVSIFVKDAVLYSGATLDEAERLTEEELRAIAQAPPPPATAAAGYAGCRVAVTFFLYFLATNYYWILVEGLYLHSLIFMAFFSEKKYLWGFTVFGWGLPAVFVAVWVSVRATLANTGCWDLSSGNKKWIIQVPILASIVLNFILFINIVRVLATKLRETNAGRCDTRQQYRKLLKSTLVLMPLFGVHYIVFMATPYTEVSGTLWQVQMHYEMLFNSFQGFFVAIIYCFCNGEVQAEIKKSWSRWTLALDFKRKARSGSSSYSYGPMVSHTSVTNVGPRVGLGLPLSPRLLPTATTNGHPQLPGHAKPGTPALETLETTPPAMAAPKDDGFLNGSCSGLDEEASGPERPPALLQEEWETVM
#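 HEK-293-derived GP2 cells expressing PTHR1 and a GloSensor cAMP reporter, 3,000/well, plated overnight, given luciferin plus IBMX (each 0.5 mM as added) for 1 h at 37 °C, then compound for 1 h at 37 °C. Luminescence was read after 15 min at room temperature.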
# Abeta rescue – qHTS for compounds that reverse cellular toxicity of Amyloid beta (A-beta) peptide in yeast: Primary Screen. 0.063% of 410,000 active. AID 1347071, 2019. yeast expressing A-beta42, growth rescue, OD600, 48 h; response scale: 0% DMSO, 100% iron-clioquinol control. Potency, µM (highest dose often 46.1 µM), for the others: at the highest dose growth rescue, actives largely listed as activators; note: potency is the fitted concentration of half-maximal effect; nearly all actives have a fitted effect of over 55% in size
#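 Growth rescue measured by 600 nm absorbance after 48 h yeast culture at 30 C with compound. Values normalized between DMSO and an equimolar ferric chloride plus clioquinol control.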
# GLP-1R inv ag – qHTS of GLP-1 Receptor Inverse Agonists (Inhibition Mode) | AID 624417, 2012 | HEK293 GLP-1R CRE-luciferase, luminescence, 24 h; GLP-1R form is constitutively active | Potency, µM (titrated, usually from 38.3 µM), for the others: at the top dose activity change, negative = inhibition, hits mostly inhibitors | 1.6% of 410,000 active; note: potency is the fitted concentration of half-maximal effect; % is set by controls: 0 for no effect and ±100 for the full control effect; nearly all actives have a fitted effect of over 55% in size
# Target sequence (P43220 whole entry, looked up): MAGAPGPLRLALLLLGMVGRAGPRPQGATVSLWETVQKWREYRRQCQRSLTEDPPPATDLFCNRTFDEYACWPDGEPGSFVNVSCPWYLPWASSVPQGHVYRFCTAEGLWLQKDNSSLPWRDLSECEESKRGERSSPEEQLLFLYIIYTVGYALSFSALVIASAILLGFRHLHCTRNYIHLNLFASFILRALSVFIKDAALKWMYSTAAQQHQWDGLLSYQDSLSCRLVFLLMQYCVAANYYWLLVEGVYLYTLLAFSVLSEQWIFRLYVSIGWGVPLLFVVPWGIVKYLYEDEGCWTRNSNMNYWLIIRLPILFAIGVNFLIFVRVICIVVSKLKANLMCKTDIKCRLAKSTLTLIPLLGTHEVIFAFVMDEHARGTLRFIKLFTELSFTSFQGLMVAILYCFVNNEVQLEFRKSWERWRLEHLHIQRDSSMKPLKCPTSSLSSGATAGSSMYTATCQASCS
#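 Cells are plated, allowed 12 hours at 37 deg C, then treated with compounds for 24 hr before luciferase detection reagent is added and luminescence is read after 12 min at room temperature. The HEK293 line carries constitutively active GLP-1R with a cAMP-responsive reporter.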
# pAkt inh – HTS Assay for Inhibitors of Akt Phophorylation: Primary Screen. 0.32% of 360,000 active. activity change, % for hits at 50 µM. Neuro2A IGF-stimulated pAkt S473 HTRF, 20 min; hits give low values; in the data active = activity change below about -80%; inconclusive = mostly about -51% to -80%; note: % is set by controls: 0 for no effect and ±100 for the full control effect
#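 Neuro2A cells in DMEM with 0.5% FBS, overnight at 37 deg C, given compound at single 50 µM final, then IGF (6 nM final) for 20 min at 37 deg C. Lysed; phospho-Akt Ser473 by HTRF after 24 h, 665/615 ratio.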
# HEK293 tox – qHTS of GLP-1 Receptor Inverse Agonists: Cytotox Screen | HEK293 cAMP-luciferase reporter cells, luminescence, 24 h | Potency, µM (highest dose often 38.3 µM), for inactives: top-dose activity change, negative = inhibition, most hits filed as inhibitors | 0.13% of 410,000 active | AID 624418, 2012;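 note: loss of luciferase light is scored as toxicity; potency is the fitted concentration of half-maximal effect; % is set by controls: 0 for no effect and ±100 for the full control effect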
#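 MLSMR compounds, 24 hr on cells at 37 deg C/5% CO2; luminescence after luciferase reagent (12 min RT). Inhibition counted as the undesired cytotoxic outcome.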
# FUS yeast rescue – qHTS for Suppressors of FUS Proteinopathy: Primary screen using FUS-linked yeast assay. S. cerevisiae FUS-expressing, growth rescue, OD600, 24 h. Potency, µM (titrated, usually from 76.6 µM), for the others: top-dose growth rescue (activation), actives largely listed as activators. 0.24% of 390,000 active. AID 1347120, 2019;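 note: potency is the fitted concentration of half-maximal effect; plate controls were DMSO vehicle for no effect and reference control for full effect; nearly all actives have a fitted effect of over 55% in size; some results filed as inactive show a strong effect at the top dose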
#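 Compound concentration series was pinned onto galactose-induced FUS-expressing yeast seeded at OD 0.005. Plates sat 24hr at 30C; absorbance at 600 nm gave growth. DMSO served as background control.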
# aSyn yeast inh – qHTS of alpha-syn Inhibitors; AID 652106, 2013; Potency, µM (highest dose often 46.1 µM), without a hit: at the top dose growth rescue (activation), most hits filed as activators; Yeast expressing alpha-synuclein, growth rescue, BacTiter-Glo, 24 h; 0.14% of 370,000 active; note: potency is the fitted concentration of half-maximal effect; % of control where 0% means no effect; nearly all actives have a fitted effect of over 65% in size
#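 Screening used galactose-induced yeast with toxic alpha-synuclein levels, exposed to compound for 24 hr at 30 deg C. Cell growth, read with BacTiter-Glo luminescence, gave the measured signal.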
# Mm-Cpn inhibitor – Inhibitors of TCP-1 ring complex (TRiC) of Methanococcus maripaludis (MmCpn): qHTS; 0.031% of 330,000 active; Potency, µM (highest dose often 76.9 µM), inactives show at the highest dose activity, negative = inhibition, most hits filed as inhibitors; purified Mm-Cpn ATPase, ADP Transcreener TR-FRET; AID 504842, 2011; note: potency is the fitted concentration of half-maximal effect; % is set by controls: 0 for no effect and ±100 for the full control effect; nearly all actives have a fitted effect of over 80% in size
#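 ATP (10 uM final) was added to archaeal chaperonin (25 nM final) after 10 min exposure to test compound at 37°C; after 30 min further incubation, ADP was detected by competitive TR-FRET.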
# TDP43 rescue – qHTS of TDP-43 Inhibitors | Potency, µM (series often up to 46.1 µM), inactives show at the top dose growth rescue (activation), hits mostly activators | 1.8% of 410,000 active | TDP-43 expressing yeast growth rescue, BacTiter-Glo, 24 h | AID 652104, 2013; note: potency is the fitted concentration of half-maximal effect; % of control where 0% means no effect; nearly all actives have a fitted effect of over 50% in size
#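 Yeast cells expressing TDP-43 under galactose induction are exposed to compounds for 24 hr at 30 deg C. BacTiter-Glo luminescence measures growth, so protective compounds score as activators.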
# * hit, by the source's call; i = inactive; ? = inconclusive; . = no result given; [ ] = another dose, or the depositor's remark. Unless noted, calls come from the whole dose curve; as a rule, active = well fitted curve in the direction sought with a large enough effect; inconclusive = small, poorly fitted or top-dose-only effect, or another doubt; inactive = no such curve, though single readings can be large; an effect the other way counts as inactive or inconclusive. Not all compounds are listed, so the mix of outcomes need not match the whole.
# Results follow in this order: pAkt inh, FUS yeast rescue, PTHR1 agonist, TDP43 rescue, GLP-1R inv ag, aSyn yeast inh, Mm-Cpn inhibitor, Abeta rescue, HEK293 tox
O=C(NCc1cccs1)C1CCN(S(=O)(=O)c2ccc(Br)s2)CC1
    i, -8%, -1%, -7%, -22%, 12%, 1%, -5%, 59%[activator]
O=c1[nH]c2ccccc2c2cn(-c3ccccc3)nc12
    i, 9%, -66%[inhibitor], 27%, -1%, 16%, -2%, -7%, -24%
CCc1ccc(N2CC(C(=O)Nc3nc4ccc(S(C)(=O)=O)cc4s3)CC2=O)cc1 (stereo not drawn)
    i, 38%, i, -3%, 9%, -1%, 0%, 4%, 0%
Cc1nc2cc(NC(=O)Nc3nccs3)ccc2n1C
    i, -1%, -46%[inhibitor][57.5 µM], 9%, ?, -9%, -1%, -7%, -30%
CSc1nc(C)cc(Oc2ccc(=O)n(C)n2)n1
    i, 0%, i, -17%, -3%, -15%, 1%, -11%, -2%
COc1ccc(C(C)=O)cc1CN1CCCCC1
    i, -1%, i, -4%, -3%, 1%, -4%, 7%, -15%
COc1ccc(C(NC(=O)C2C3C=CC(C3)C2C(=O)O)c2ccccc2)cc1 (stereo not drawn)
    i, 50%, -32%[inhibitor], -15%, 1%, 10%, -5%, -18%, 4%
COc1ccc(N2CCN(S(=O)(=O)CCNS(=O)(=O)c3ccccc3)CC2)cc1
    i, 6%, -1%, 22%, -15%, 4%, 0%, -6%, -5%
CC(CNC(=O)c1cc(COc2c(F)cccc2F)on1)c1ccccc1 (stereo not drawn)
    i, 7%, -2%, 6%, ?, 0%, 1%, -5%, 12%
Cc1cc(NC(=O)c2c(Cl)c(C)nn2C)no1
    i, 13%, -3%[57.5 µM], -4%, 40%[activator], -5%, ., 16%, 27%
O=C(Nc1cccc2[nH]ncc12)NS(=O)(=O)c1ccccc1
    i, -15%, -23%, 12%, 8%, 3%, -5%, -7%, 1%
COc1cc(C(=O)NNC(=O)/C=C/c2ccccc2)cc(OC)c1OC
    i, 17%, -7%, -18%, 22%, -9%, -1%, -5%, -6%
Cc1cc(C)n(-c2ccc(C(=O)OCc3nnc(-c4ccccc4)o3)cc2)n1
    i, -4%, i, 27%, 17%, 4%, 0%, 17%, -1%
CCCCSc1nnc2n(-c3cccc(C)c3)c(=O)c3c4c(sc3n12)CCCC4
    ., 0%, -17%, 9%, 6%, ., ., -11%, 6%
O=c1c2ccccc2n(Cc2cccc(F)c2)c(=O)n1C1CCCC1
    i, 0%, -38%[inhibitor][57.5 µM], 26%, ?, 1%, 0%, 4%, 9%
COc1ccc(C(=O)CSc2nc(N)nc(SC)c2C#N)cc1
    ?, 9%, i, 11%, 0%, -11%, -5%, 18%, -4%
COc1ccc(NC(=O)C(C)N2C(=O)c3ccccc3S2(=O)=O)c(OC)c1 (stereo not drawn)
    i, 35%, 20%, 4%, 0%, -5%, -3%, -11%, 3%
Cc1nn(-c2cccc3cccnc23)c(=O)c2ccccc12
    i, 8%, -3%[57.5 µM], -13%, 15%, -1%, 2%, 2%, 10%
Cc1ccc(OCC(=O)Nc2sc3c(c2C#N)CCC3)cc1
    i, -13%, -2%, -4%, 16%, -1%, 1%, 15%, 2%
CCCCC(=O)Nc1ccc(F)c(Cl)c1
    i, 12%, 16%[57.5 µM], 2%, 1%, 2%, 1%, 5%, 5%
COc1ccc(-c2nnc(SCC(=O)Nc3cccc(C(F)(F)F)c3)nc2-c2ccc(OC)cc2)cc1
    ., 15%, -21%, 14%, 11%, ., ., -3%, 7%
O=S1(=O)c2ccccc2C(O)(c2ccccc2)c2ccccc21
    i, 4%, i, -6%, -30%, 19%, ., 27%, -2%
CCCn1nnc(NC(=O)c2ccc(Br)cc2)n1
    ., 27%, 21%[57.5 µM], -15%, 8%, 2%, 2%, 5%, -3%
COc1ccccc1C(=O)NNC(=O)c1ccc(NC(=O)c2ccccc2)cc1
    i, -13%, -2%, -2%, 3%, -1%, 1%, -9%, -2%
CC(O)c1cccc(NC2=CC(=O)CC(C)(C)C2)c1 (stereo not drawn)
    i, 20%, i, -20%, 0%, 1%, 1%, -8%, 1%
COc1ccc(CCNCc2ccc(OCc3ccccc3)cc2)cc1
    i, 8%, -41%, 2%, ?, -4%, -2%, 25%, ?
C=CCn1c(=NC(=O)C2COc3ccccc3O2)sc2cc(S(N)(=O)=O)ccc21 (stereo not drawn)
    i, 7%, -40%, 11%, 0%, 3%, -3%, 3%, -2%
COc1ccc(NC(=O)CCC(=O)OCc2ccc(C(=O)Oc3ccc(Cl)cc3)cc2)cc1
    i, 12%, i, ?, 0%, -4%, -2%, -18%, -19%
CCc1ccc(Cn2c(CNS(=O)(=O)c3ccc([N+](=O)[O-])cc3)nc3cccnc32)cc1
    ., -1%, i, 7%, -6%, ., ., -3%, -21%
Cc1cc(OCCNCCO)cc(C)c1Cl
    i, 10%, -15%[57.5 µM], -9%, 8.9µM*, -1%, 2%, 1%, 82%[activator]
CCC(C)Sc1ccc(-c2nc3ccc(C)cn3c2NC2CCCCC2)cc1 (stereo not drawn)
    i, 4%, -11%, 11%, 1%, -5%, 1%, -2%, 2%
CC(=O)NS(=O)(=O)c1ccc(NC(=O)c2cccc3ccccc23)cc1
    i, 36%, -64%[inhibitor], -25%, 16%, 1%, ., -1%, -1%
CCC(=O)N1c2ccc(S(=O)(=O)CCC(=O)N3CCN(c4ccccc4)CC3)cc2CC1C (stereo not drawn)
    i, 25%, -19%, 9%, 7%, -1%, -1%, -7%, 45%[activator]
COc1ccccc1N1CCN(C(=O)CN2C(=O)COc3ccc(S(=O)(=O)N4CCCCCC4)cc32)CC1
    ., ?, -19%, -10%, -31%, ., ., -4%, -19%
CCC(=O)N1CCc2cc(S(=O)(=O)NC(Cc3ccccc3)C(=O)NCc3ccccc3)ccc21 (stereo not drawn)
    ., 17%, -37%[inhibitor], 17%, 27%, ., ., -3%, 3%
COc1cc(/C=C/c2ccc3c(Br)cc(Br)c(O)c3n2)ccc1O
    i, -20%, i, 17%, 7.9µM*, ?, 4%, -8%, ?
COc1ccc(CNC(=S)Nc2ccccc2Cl)cc1
    i, -12%, -90%, ?, ?, -7%, 1%, ?, 14%
CCc1ccccc1NC(=O)Cn1c(=O)n(CCCCCC(=O)NCc2ccc(C)cc2)c(=O)c2sccc21
    ., 6%, i, -3%, 6%, ., ., -11%, 14%
Cc1nn(C2CCS(=O)(=O)C2)c(Cl)c1/C=C/C(=O)OCC(=O)N(C)C (stereo not drawn)
    i, 29%, -13%, -18%, 2%, 5%, 0%, -18%, 9%
Cc1ccc(OCC(=O)N(C)CCc2ccccn2)cc1
    i, -18%, i, -11%, -14%, -10%, 1%, 4%, -12%
CCOC(=O)C1=C[C@@H](c2ccccc2)N(S(=O)(=O)c2ccc(C)cc2)[C@H]1c1cccc(Cl)c1
    i, 34%, -2%, 10%, ?, 1%, ., -14%, 20%
CCn1c(C)nnc1SCC(=O)Nc1ccccc1OC
    i, -3%, -8%, 2%, 5%, 0%, 0%, -4%, 10%
CCN(C(=O)COC(=O)c1nccnc1N)c1cccc2ccccc12
    i, 5%, -18%, ?, 1%, 2%, 1%, 8%, 8%
COc1cc(NC(=O)COc2ccccc2)ccc1NC(=O)c1ccco1
    i, -18%, i, 18%, 5%, 1%, -1%, 5%, -4%
C[C@H]1CN([C@@H](C)CO)C(=O)CCCn2nncc2CO[C@H]1CN(C)C(=O)Cc1ccccc1
    i, 3%, -11%, 17%, 1%, 9%, ., -2%, 0%
COc1ccccc1NS(=O)(=O)c1cccc(NC(=O)c2ccc3ccccc3n2)c1
    i, ., -37%[inhibitor], 21%, ?, 1%, -11%, 4%, -8%
c1csc(-c2nc3ccccn3c2NC2CCCCC2)c1
    i, -8%, -46%[inhibitor], 4%[9.22 µM], -28%[7.66 µM], -8%, -8%, -6%, -3%[7.66 µM]
Cc1ccc(NC(=O)CSc2nnnn2C2CC2)cc1S(=O)(=O)N1CCOCC1
    i, 20%, -25%, 20%, 9%, -1%, -1%, 8%, 8%
CC(=O)N1CCN(C(=O)CCNS(=O)(=O)c2ccccc2)CC1
    i, -23%, -19%, 9%, 16%, 4%, 5%, -3%, -8%
COc1cccc(CNC(=O)[C@@H]2CCCN2C(=O)[C@@H]2CCCN2C(=O)OC(C)(C)C)c1
    i, -6%, i, 13%, 16%, -1%, ., -11%, -3%
N#Cc1c(/N=C/c2ccco2)oc(-c2ccccc2)c1-c1ccccc1
    i, ., -6%, 7%, ?, 12%, -9%, -5%, 1%
CCCC(=O)N1CCC1(C)C(=O)Nc1ccc(-n2cncn2)cc1 (stereo not drawn)
    i, -17%, i, 9%, 14%, -4%, ., -16%, 2%
Cc1ccc(C(=O)C2CCN(S(=O)(=O)c3ccc(C(=O)O)cc3)CC2)cc1
    i, 21%, -20%, -17%, 4%, 1%, 1%, 0%, -3%
O=C(CSc1nnc(C2CC2)n1C1CC1)c1cc(F)ccc1F
    i, 15%, i, 7%, 11%, 0%, 0%, 12%, 2%
O=C(CNS(=O)(=O)c1ccc(Br)s1)N1CCN(c2ccccc2F)CC1
    ., 39%, i, 3%, ?, ., ., -17%, -11%

# Single values from the entries so far:
# `c1csc(-c2nc3ccccn3c2NC2CCCCC2)c1` in Abeta rescue: -6%
# `COc1cccc(CNC(=O)[C@@H]2CCCN2C(=O)[C@@H]2CCCN2C(=O)OC(C)(C)C)c1` in GLP-1R inv ag: 16%

# High-throughput results from PubChem.
